Bioassay records (PubChem)
S1P2 agonist: S1P2 receptor agonists, primary screen, cell-based; S1P2-expressing cell line, agonist reporter read-out; actives 0.46% (n = 97,000); Sphingosine 1-phosphate receptor 2 (Homo sapiens), O95136; activation, % at 4.5 µM; in the data active means activation above about 16%;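 further: 0% = vehicle low control and 100% = maximal reference agonist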
Target sequence (O95136 whole entry, looked up): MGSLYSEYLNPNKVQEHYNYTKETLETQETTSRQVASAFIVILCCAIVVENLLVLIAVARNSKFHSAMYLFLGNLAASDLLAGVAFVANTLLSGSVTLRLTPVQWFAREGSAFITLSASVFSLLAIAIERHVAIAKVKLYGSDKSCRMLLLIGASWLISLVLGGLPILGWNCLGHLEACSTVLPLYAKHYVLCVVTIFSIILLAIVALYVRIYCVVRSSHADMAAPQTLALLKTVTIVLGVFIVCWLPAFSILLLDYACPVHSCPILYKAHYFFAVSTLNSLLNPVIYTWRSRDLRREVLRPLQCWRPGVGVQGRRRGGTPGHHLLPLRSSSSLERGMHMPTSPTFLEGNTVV
CD11b adhes inh: inhibitors of CD11b/CD18 adhesion to fibrinogen, primary screen, K562 cells, luminescence | Integrin beta-2 (Homo sapiens) + Integrin alpha-M (Homo sapiens), P05107+P11215 | ATPlite luminescence; Mn2+ added to activate the integrin | inhibition, % at 10 µM | actives 0.54% (n = 93,000);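 active means primary inhibition of 50% or more at 10 µM, then 40% or more on retest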; further: some results filed as inactive read as strong as hits
Target sequence (P05107 whole entry, looked up, other chains not shown): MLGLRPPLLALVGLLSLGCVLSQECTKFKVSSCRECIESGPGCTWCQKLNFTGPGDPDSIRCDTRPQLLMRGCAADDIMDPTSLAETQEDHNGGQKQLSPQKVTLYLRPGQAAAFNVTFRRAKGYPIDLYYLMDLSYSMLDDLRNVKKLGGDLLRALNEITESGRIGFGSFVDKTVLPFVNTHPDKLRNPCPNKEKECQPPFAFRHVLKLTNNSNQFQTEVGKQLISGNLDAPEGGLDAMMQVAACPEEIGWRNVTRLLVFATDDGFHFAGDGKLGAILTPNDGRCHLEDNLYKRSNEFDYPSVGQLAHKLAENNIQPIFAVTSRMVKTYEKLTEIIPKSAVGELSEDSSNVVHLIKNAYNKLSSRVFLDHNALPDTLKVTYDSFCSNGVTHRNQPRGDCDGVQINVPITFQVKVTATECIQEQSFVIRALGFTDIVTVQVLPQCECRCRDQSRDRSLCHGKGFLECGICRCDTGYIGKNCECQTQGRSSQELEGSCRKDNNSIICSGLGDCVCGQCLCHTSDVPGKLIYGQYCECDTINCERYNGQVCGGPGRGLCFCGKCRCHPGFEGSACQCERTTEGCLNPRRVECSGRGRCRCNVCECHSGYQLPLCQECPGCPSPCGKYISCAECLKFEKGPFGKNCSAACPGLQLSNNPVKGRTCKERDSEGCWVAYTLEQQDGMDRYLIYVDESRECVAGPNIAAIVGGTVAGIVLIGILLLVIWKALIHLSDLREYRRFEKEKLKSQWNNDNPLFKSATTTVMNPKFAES
sEH activator: soluble epoxide hydrolase activators, primary screen, biochemical, human sEH | AID 717, 2007 | purified human sEH enzymatic activity, activator screen | Bifunctional epoxide hydrolase 2 (Homo sapiens), P34913 | activation, % at 2 µM | actives 0.04% (n = 91,000); in the data active means activation above about 37%; further: values of inactives mirror those of a sister screen read the other way
PostGolgi ctrl: growth inhibition of yeast control strain, primary screen, counter-screen for post-Golgi transport modulator project; efflux-deficient yeast background strain, growth absorbance A615, 16 h; inhibition, % at 10 µM; actives 5% (n = 98,000)
S1P2 blocker: human S1P2 receptor antagonists, primary screen, cell-based. cell-based S1P2 antagonist assay, inhibition at 5 uM. actives 0.21% (n = 97,000). inhibition, % at 5 µM. Sphingosine 1-phosphate receptor 2 (Homo sapiens), O95136; in the data active means inhibition above about 45%;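 further: CRE beta-lactamase reporter cells expressing human S1P2 stimulated with S1P; 0% = agonist at EC80 alone and 100% = agonist plus reference antagonist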
PostGolgi yeast: phenotypic screen on post-Golgi transport, primary screen; post-Golgi transport phenotypic cell assay; inhibition, % at 10 µM; actives 0.9% (n = 98,000); AID 739, 2007;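 further: yeast cells grown in 1536-well plates; yeast grown about 18 h at 30C before absorbance read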
E coli WT exp: growth inhibitors of wild-type E. coli, primary screen, strain BW25113, expanded library, OD600. OD600 absorbance. growth inhibition, % at 100 µM. actives 0.15% (n = 98,000). AID 710, 2007;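 active means growth inhibition above about 50% at one test dose, limit read from the data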;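 further: growth measured after 20 h incubation at 37 °C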
PLAP activator: PLAP enzyme activators, biochemical, luminescence, HTS. actives 1.2% (n = 96,000). AID 696, 2007. activation fold at 20 µM. Alkaline phosphatase, placental type (Homo sapiens), P05187. purified PLAP enzyme, luminescent substrate read-out; stronger effect = higher value; in the data active means activation fold above about 2
sEH inh: soluble epoxide hydrolase inhibitors, primary screen, biochemical, human sEH; Bifunctional epoxide hydrolase 2 (Homo sapiens), P34913; recombinant human sEH enzymatic activity assay; inhibition, % at 2 µM; actives 0.34% (n = 91,000); AID 707, 2007; in the data active means inhibition above about 80%; further: values of inactives mirror those of a sister screen read the other way; many of its hits are not listed in these tables
Numbers without * were called inactive; · = not tested or not shown. Unless noted, no stated cut-off is given here; in the data, active means inhibition above about 30%; inactive means the rest.

SMILES	S1P2 agonist	CD11b adhes inh	sEH activator	PostGolgi ctrl	S1P2 blocker	PostGolgi yeast	E coli WT exp	PLAP activator	sEH inh
COc1cc(CN(C)CCc2ccccc2)ccc1OCc1ccccc1	-6	2	10	21	21	9	6	1.5	-9
Cc1cc(C)nc(/N=C2\NC(=O)CC(C(=O)O)N2c2ccc(Cl)cc2)n1 (stereo not drawn)	-4	-2	-1	2	17	0	7	1.2	0
Cc1ccc(C(=O)Nc2nc(=O)n(C)s2)cc1	-5	7	6	14	1	5	-4	1	-8
CCCc1nc(SCC(N)=O)[nH]c(=O)c1CC	·	0	·	2	·	6	-2	1.3	·
Clc1ccc(C2=CC(c3ccco3)n3ncnc3N2)cc1 (stereo not drawn)	-3	·	0	15	13	4	1	1	0
O=C(NCCC1=CCCCC1)N[C@@H](Cc1ccccc1)C(=O)O	0	12	-13	6	4	-1	-1	0.8	11
CCOC(=O)CN1NC2(CCC(C(C)(C)C)CC2)NC1=S (stereo not drawn)	-6	·	4	-4	8	-2	0	1.1	-1
Cc1nc2c(-c3ccc(F)cc3)c(C)nn2c(C)c1CCC(=O)N1CCN(c2ccccc2)CC1	-6	-6	·	18	-7	-3	4	1.4	·
Cc1cc(C)nc(NC2=NCC(=O)N2c2cccc(Cl)c2)n1	-2	-53	14	-4	-4	-1	-6	2.1*	-11
CN(C)C(=O)N1CCN(C(=O)N2CCOCC2)CC1	1	·	-4	·	-11	·	·	·	4
O=C(CN1CCOCC1)N1CCc2ccccc2C(c2ccccc2)C1 (stereo not drawn)	-5	40	2	11	17	-3	0	1.6	0
Cc1cc(Nc2cnc3ccccc3n2)n(-c2ccccc2)n1	-2	·	·	22	-8	5	7	1	·
O=C(CN1C(=O)c2ccccc2S1(=O)=O)NCCC1=CCCCC1	-4	·	-18	·	-16	·	·	·	16
COc1ccc(CNc2nn[nH]n2)cc1OC	-4	3	-4	22	-4	-4	5	0.9	4
CC(=O)n1cc(-c2ccncc2)c2ccccc21	·	-3	·	-2	·	-8	12	1	·
COc1cc(OC)c2c(N)c(C#N)c(C(F)(F)C(F)(F)F)nc2c1	-7	-65	2	4	-8	0	0	0.9	0
N#CC1(c2ccccc2)CCC(=NO)CC1 (stereo not drawn)	-3	-34	-2	3	5	0	1	0.9	3
CC1CN(C(=O)Nc2ccc3c(c2)OCO3)CC(C)O1 (stereo not drawn)	-5	-10	-7	19	-19	4	0	1.3	8
CCOC(=O)c1nn(-c2cc(C(=O)OC)cc(C(=O)OC)c2)cc1O	-1	-9	-3	17	-15	-2	-9	1.1	4
CCCC1C2CN(C(C)=O)CC=C2C(C#N)=C(N)C1(C#N)C#N (stereo not drawn)	·	11	·	9	·	-10	-2	1.1	·
Cc1ccc(CN(CC(=O)NC2CCCC2)C(=O)CSc2nnc(COc3ccccc3)o2)cc1	-3	·	0	·	15	·	·	·	1
O=C(CCn1nnc2ccccc21)N1CCC(O)(c2cccc(F)c2)CC1	·	-5	·	-2	·	-7	-2	1.6	·
Fc1ccc(-c2nnc(NC3=NCCCCC3)o2)cc1	-1	34	·	3	-15	3	1	1.2	·
Cc1c(C(=O)N2CCc3ccccc3C2)sc2nc(-c3ccccc3)cn12	-7	10	-1	47*	-21	5	-14	1.3	2
Cc1cccc(N2CCN(CC(=O)Nc3ccc(-n4cnnn4)cc3)CC2)c1C	-5	·	-3	1	2	17	-4	1	6
O=C(Nc1ccccc1)c1cc(S(=O)(=O)N2CCOCC2)cs1	-7	7	-12	5	-5	-4	5	0.8	14
Cc1cccc(-c2noc(CCC(=O)NCc3ccccc3)n2)c1	0	-2	-2	-5	-14	7	-2	0.8	0
CCC(=O)N1CCN(c2ccc(Cl)cc2NC(=O)c2ccc(Br)o2)CC1	-9	·	15	·	6	·	·	·	-11
Cc1ccc(NC(=O)CSC2=C(C#N)C(c3ccco3)CC(=O)N2)cc1 (stereo not drawn)	-3	-8	-23	2	-3	0	-1	1	24
CC(C)CC(OC(=O)c1cccs1)C(=O)NCC1CCCO1 (stereo not drawn)	-9	-2	·	6	12	-12	-1	1.1	·
O=C(Cn1c(=O)oc2cc(S(=O)(=O)N3CCc4ccccc43)ccc21)NC1CCCC1	-3	-4	4	14	-10	3	-2	1.3	-1
CCOC(=O)c1cc2c(=O)[nH]ccc2nc1C	-3	3	7	5	5	11	-4	1.1	-7
COC(=O)c1noc(-c2ccc(OC)cc2)n1	0	-30	4	9	-14	2	-7	0.9	-4
Cc1nnc(SCC(=O)N2CCN(S(=O)(=O)c3ccccc3)CC2)[nH]c1=O	-9	-22	-8	12	16	-3	0	1.2	8
COc1ccccc1N(CC(=O)N1CCCCC1)S(=O)(=O)c1ccccc1	-7	-5	4	21	-4	5	5	1.6	-4
Cc1ccc(-c2ccc(/C=N/NC(=S)Nc3ccccc3)o2)cc1[N+](=O)[O-]	-6	·	1	21	9	-19	-5	0.9	-1
COc1ccc(S(=O)(=O)N2CCCC(C(=O)Nc3ccc(NC(=O)c4ccccn4)cc3)C2)cc1 (stereo not drawn)	-5	0	-31	5	12	-1	-10	1.1	30
C(=N\c1nccs1)/c1cccnc1	0	·	3	·	2	·	·	·	-2
COc1ccc(NCN2C(=O)CCC2=O)cc1	-2	6	12	20	-26	3	4	0.8	-11
C=CCN1C(=O)S/C(=C\c2ccc(N3CCOCC3)cc2C)C1=O	-6	2	11	9	10	6	-9	1	-9

Random excerpt: 3 entries already listed, in no set order.
SMILES	S1P2 agonist	CD11b adhes inh	sEH activator	PostGolgi ctrl	S1P2 blocker	PostGolgi yeast	E coli WT exp	PLAP activator	sEH inh
COc1ccc(S(=O)(=O)N2CCCC(C(=O)Nc3ccc(NC(=O)c4ccccn4)cc3)C2)cc1 (stereo not drawn)	-5	0	-31	5	12	-1	-10	1.1	30
Cc1ccc(NC(=O)CSC2=C(C#N)C(c3ccco3)CC(=O)N2)cc1 (stereo not drawn)	-3	-8	-23	2	-3	0	-1	1	24
COc1ccc(NCN2C(=O)CCC2=O)cc1	-2	6	12	20	-26	3	4	0.8	-11

Remaining list, next part
SMILES	S1P2 agonist	CD11b adhes inh	sEH activator	PostGolgi ctrl	S1P2 blocker	PostGolgi yeast	E coli WT exp	PLAP activator	sEH inh
CCOc1ccc(C(=O)N(C)C2CCS(=O)(=O)C2)cc1 (stereo not drawn)	-2	-12	19	2	-19	-4	5	0.9	-15
O=C(CSC1=NC(=O)C(c2ccccc2)C(=O)N1)Nc1ccccc1Cl (stereo not drawn)	-6	-4	3	5	-3	-1	-8	0.8	-3
COc1ccc(NC2c3ccccc3C(=O)N2c2ccccn2)cc1Cl (stereo not drawn)	-1	-4	5	47*	10	7	-2	0.9	-4
Nc1c(C(=O)NC2CC2)c2nc3ccccc3nc2n1-c1ccc2c(c1)OCO2	6	5	-15	10	-21	-5	-13	1	16
COC(=O)c1nn(-c2ccccc2)c(Cl)c1/C=N/OC(=O)c1ccc(Cl)c(Cl)c1	-1	0	-3	1	-2	5	5	0.7	3
CCOC1OC2C(CO)OC(n3cnc4c(N)ncnc43)C2O1 (stereo not drawn)	·	-11	·	16	·	2	5	0.9	·
COC(=O)CN1C(=O)Nc2ccc(Br)cc2C1c1ccccc1Cl (stereo not drawn)	-7	11	-2	33*	-4	-9	-2	1.6	1
O=c1oc2c3c(nn2c2ccccc12)CCCC3	-9	3	-8	1	2	12	-7	1.3	7
COc1ccccc1CNS(=O)(=O)c1ccc2c(c1)oc(=O)n2C	·	2	13	9	·	2	7	0.9	-8
O=C(c1cccc(C(=O)N2CCN(c3ccccc3F)CC2)n1)N1CCN(c2ccccc2F)CC1	0	-6	4	1	-2	0	3	1.6	-4
CCCOn1c(OCC(C)C)nc2ccccc2c1=O	-5	0	-2	15	12	-2	9	0.9	-1
Nc1ccc2nc(SCc3ccc([N+](=O)[O-])cc3)sc2c1	-4	·	6	13	-6	8	-1	0.6	-5
OC(c1ccccn1)c1c[nH]c2ccccc12 (stereo not drawn)	-2	4	20	18	-5	0	10	1	-21
CC(C)(NO)/C(=N/O)c1cccs1	-3	-3	-5	5	8	1	-5	1.1	3
CCOC(=O)C(NC(=O)CC)(Nc1ccc(S(=O)(=O)Nc2cc(C)on2)cc1)C(F)(F)F (stereo not drawn)	-8	-6	1	5	-8	-1	3	1	1
CCC(=O)Nc1ccc2c(c1)ncn2-c1ccccc1OC	-9	-3	6	13	18	3	-2	0.9	-4
Cc1cc(C)nc(SCC(=O)c2c(N)n(C)c(=O)n(C)c2=O)n1	-1	-3	-4	8	-4	1	-1	0.9	4
Cc1ccc(-n2c(Cn3cnc4ccccc43)nnc2SCC(=O)O)cc1	-5	·	-4	3	18	9	-4	·	2
Cc1ccc(CSCCNC(=O)c2ccc(Cl)c(S(=O)(=O)N3CCOCC3)c2)cc1	-2	34	-73	14	-4	-8	-18	1.7	74
Cc1ccc(CN(c2ccc(C(=O)Nc3ccc4c(c3)OCO4)cc2)S(C)(=O)=O)cc1	-5	-20	-1	18	23	2	-5	1.4	4
O=C(c1c(F)cccc1F)N1CCC(O)(c2cccnc2)CC1	-3	-13	13	-7	15	-3	1	1.5	-9
Cc1cccc(-n2ncc3c(N4CCc5ccccc54)ncnc32)c1	0	16	-10	-6	-12	5	-5	0.9	11
CCOC(=O)Nc1nc(-c2ccccc2)c(C(=O)c2ccc(Cl)cc2)s1	-1	35	5	27	-22	9	-18	1.8	-3
Fc1ccccc1Cc1nnc2n1N=C(c1ccc(Cl)cc1)CS2	-4	-39	-5	6	9	-2	-9	1	8
CCCc1cc(C(N)=O)c(NC(=O)c2ccoc2C)s1	-8	-3	-1	15	-23	-11	4	0.8	4
Cc1ccc2nc(CSc3nc(C)ccc3C#N)[nH]c2c1	-3	9	6	5	7	5	-6	2.2*	-4
COc1ccc(C2C=C(c3ccccc3)Nc3ncnn32)cc1 (stereo not drawn)	-5	31	6	7	23	1	-12	1.1	-6
COc1ccccc1N1CCN(C(=O)c2ccc3nc(-c4ccco4)c(-c4ccco4)nc3c2)CC1	-2	·	-3	·	-20	·	·	·	1
CCCCNc1nc(-c2ccccc2)c(C(=O)OCC)cc1C#N	2	·	5	23	2	0	2	1.1	-3
Cc1ccc(S(=O)(=O)N2CCCC2C(=O)NC2CCCCC2)cc1 (stereo not drawn)	-2	-2	2	7	5	9	1	1.2	-4
O=C(OCc1nc(-c2ccccc2)oc1COC(=O)c1ccco1)c1ccco1	-6	1	·	16	-1	0	-2	1.1	·
Cc1cccc(OCC(=O)Nc2ccc(S(=O)(=O)N3CCN(C)CC3)cc2)c1	-3	·	5	·	-6	·	·	·	-5
Cc1ccccc1OCCn1cc(/C(N)=N/O)c2ccccc21	-4	8	10	3	-12	-3	7	0.7	-10
Cc1ccccc1OCCn1c(=O)oc2ccccc21	-7	13	0	23	-2	-6	5	1	0
CCCCCOC(=O)Nc1ccc(S(=O)(=O)Nn2cnnc2)cc1	·	-3	·	9	·	1	-1	1.2	·
Cc1cc(=O)n2nc(N3CCCC(C(=O)NCc4ccco4)C3)sc2n1 (stereo not drawn)	·	-17	·	8	·	-4	6	1.1	·
COc1cc(C(=O)Nc2nnc(C)s2)cc(OC)c1OC	-3	-47	6	12	12	4	1	1	-7
O=C(CCCCCn1c(=O)[nH]c2ccccc2c1=O)NCCCN1CCN(c2ccccc2F)CC1	-2	-12	-24	5	28	-7	10	1.5	24
O=C(Nc1cccc(F)c1)N1CC=C(c2ccc(Cl)cc2)CC1	-3	40	-31	41*	-4	22	0	1.2	30
CCCCN(CC)C(=O)CSc1cc(=O)n(C)c2ccccc12	-5	-47	-17	8	16	7	2	1	20
OCC#Cc1cnc2ccccc2c1	-2	16	-1	-1	-1	-3	12	1	1

Some of the entries so far, with values under each structure.
Screens in order – S1P2 agonist | CD11b adhes inh | sEH activator | PostGolgi ctrl | S1P2 blocker | PostGolgi yeast | E coli WT exp | PLAP activator | sEH inh
Cc1ccccc1OCCn1c(=O)oc2ccccc21
  -7 | 13 | 0 | 23 | -2 | -6 | 5 | 1 | 0
O=C(CCCCCn1c(=O)[nH]c2ccccc2c1=O)NCCCN1CCN(c2ccccc2F)CC1
  -2 | -12 | -24 | 5 | 28 | -7 | 10 | 1.5 | 24
